Screening results (PubChem BioAssay)
T cell modulator: T cell immune modulators affecting CD8 T cell-vesicle binding. 2C CD8+ T cell-vesicle binding, flow cytometry; hits give low values. calls only at 7 µM. hit rate 0.068% among 330,000. AID 2052;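 active = response, share of CD8 T cells binding vesicles, and their 90th percentile fluorescence all below set limits, cut at about 80% in these data, passing the limit was not always enough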
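Benchmarks: naked versus QL9-loaded vesicles / Assay system: purified 2C TCR transgenic mouse naive CD8+ T cells / Technique: high-throughput flow cytometry with anti-B7-1 and anti-CD8 staining / Timing: Cell–vesicle co-incubation 1.5 h at 37 °C, staining 20 min on ice / Read-out: percent CD8+ FL2 mean versus row control / Probe or stimulus: QL9-loaded Drosophila micro-vesicles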
Myeloid diff 2: promotes myeloid progenitor differentiation; ER-HoxA9 myeloid progenitors, lysozyme-GFP differentiation, flow cytometry; calls only at 10 µM; hit rate 1% among 360,000;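 active = normalized GFP-positive differentiation at or above the plate's own cutoff, the solvent-only control mean plus 3 SD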;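 also: cells exposed to compound for four days before flow analysis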
T cell modulator vesicle-bound %: further read-out of T cell modulator, marked with its call; double positive events, %; measured here: CD8+ vesicle-bound cell fraction;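 binding gate set so that unloaded-vesicle control wells show 10% double positive cells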
Myeloid diff 2 GFP+ MAC1+ %: second read-out of Myeloid diff 2, no call of its own (marks repeat the call); GFP+ MAC1+ double positive, %; measured here: differentiation confirmed by MAC1 staining
The depositor's hits bear a star; i = inactive.

SMILES	T cell modulator	T cell modulator vesicle-bound %	Myeloid diff 2	Myeloid diff 2 GFP+ MAC1+ %
Cc1ccc(C)c(OCCC(=O)NNC(=O)c2ccccc2F)c1	i	24	i	0.4
CCCc1cc(=O)[nH]c(SCC(=O)Nc2cc(S(=O)(=O)N3CCOCC3)ccc2N(CC)CC)n1	i	26	i	1.0
CCC(c1nnc(SCC(=O)NC2CCCCC2)n1Cc1ccccc1)N(C)C (configuration not stated)	i	50	i	1.2
CCN(CC(=O)Nc1ccc(NC(C)=O)cc1)C(=O)c1sc2nc3n(c(=O)c2c1C)CCC3	i	26	i	0.5
CC1(NC(=O)CN2CCN(c3cnn(-c4ccccc4)c(=O)c3Cl)CC2)CCS(=O)(=O)C1 (configuration not stated)	i	21	i	0.3
CSc1ccc2c(c1)C(N1CCN(C)CC1)Cc1ccc(F)cc1S2 (configuration not stated)	i	20	i	0.9
CCOc1ccc(NC(=O)CSc2nc(=O)n(Cc3ccccn3)c3c2CCC3)cc1	i	54	i	0.3
CC(OC(=O)c1cccc(-n2cnnn2)c1)C(=O)Nc1ccccc1F (configuration not stated)	i	14	i	0.6
CC(OC(=O)c1ccc2c(c1)OCCO2)C(=O)NC1CCCCC1C (configuration not stated)	i	35	i	0.5
CCOC(=O)c1c(NC(=O)CN2C(=O)NC3(CCCCC3C)C2=O)sc(C)c1CC (configuration not stated)	i	26	i	1.1
COc1ccc([C@H]2Cc3cccc(O)c3C(=O)O2)cc1O	i	24	i	0.4
Cc1ccccc1-c1nnc(SCC(=O)N(C)C2CCS(=O)(=O)C2)n1C (configuration not stated)	i	9	i	0.5
O=C(CN1C(=O)NC2(CCCC2)C1=O)N1CCN(S(=O)(=O)c2ccccc2[N+](=O)[O-])CC1	i	44	i	0.8
CCN(C[C@H]1N[C@@](Cc2ccccc2)(C(=O)OC)[C@H]2C(=O)N(C)C(=O)[C@@H]12)C(=O)Nc1ccc(F)cc1	i	10	i	4.1
Cc1ccc(S(=O)(=O)Nc2cccc(C(=O)N3CCCC3)c2)cc1F	i	54	i	0.5
O=C(COC(=O)c1ccc(OC(F)F)cc1)NC(=O)NC1CCCC1	i	52	i	0.9
CC(=O)Nc1ccc(NC(=O)C(C)OC(=O)c2cccs2)cc1 (configuration not stated)	i	4	i	0.5
CCN1C(N(C)CCc2c[nH]c3ccccc23)=N[C@@H](c2cccc(C(F)(F)F)c2)C(C(=O)OC)=C1C	i	33	i	2.9
CNC(=O)[C@H]1O[C@@H](n2cnc3c(NCc4cccc(I)c4)ncnc32)[C@H](O)[C@@H]1O	i	20	i	3.4
CC1Cc2ccccc2N1C(=O)c1cc2cccnc2n(C)c1=O (configuration not stated)	i	56	i	1.0
CN(CC(=O)Nc1ccc(F)cc1)C(=O)COC(=O)c1ccccc1	i	29	i	1.3
CCc1cccc(NC(=O)CCCN2C(=O)NC(C)(C)C2=O)c1	i	28	i	0.4
CCC1(c2ccccc2)NC(=O)N(CC(=O)Nc2cc(Cl)ccc2N2CCN(C)CC2)C1=O (configuration not stated)	i	42	i	0.8
O=C(COC(=O)/C=C/c1cccc(F)c1)NC1CC1	i	56	i	0.9
CCCCCCCC(=O)OCC(COC(=O)CCCCCCC)OC(=O)CCCCCCC	i	35	i	1.8
O=C(Nc1ccccn1)c1ccc(S(=O)(=O)N2CCCCCC2)cc1	i	13	i	1.0
O=C(Cc1cccc(C(F)(F)F)c1)Nc1cc(S(=O)(=O)N2CCOCC2)ccc1N1CCCC1	i	37	i	0.3
O=C(Nc1cccc(S(=O)(=O)N2CCCCC2)c1)c1ccco1	i	25	i	0.5
CC(C)(C)OC(=O)C[C@H]1C/C=C\C[C@H](CC(=O)NCCO)C(=O)NC[C@H](c2ccccc2)OC1=O	i	14	i	1.0
CCCCn1c(N)c(N(CCOC)C(=O)c2ccc3c(c2)OCCO3)c(=O)[nH]c1=O	i	30	i	0.7
O=C(NCCCN1CCOCC1)c1cc(-c2ccc(Br)cc2)nc2ccccc12	i	14	i	0.4
COc1cc(OC)cc(C(=O)Nc2ccccc2C(=O)NC2CC2)c1	i	31	i	0.3
O=C(Cc1ccc(Br)cc1)NCCc1ccccc1	i	49	i	0.8
Nc1ncnc2c1ncn2[C@@H]1O[C@H](CN=C2NS(=O)(=O)c3ccccc32)[C@@H](O)[C@H]1O	i	7	i	1.1
O=C(COC(=O)C1CC2CCCC(C1)C2=O)NNC(=O)c1ccccc1F (configuration not stated)	i	46	i	0.7
CSc1ccccc1C(=O)OCC(=O)N1CCN(C(C)=O)CC1	i	35	i	0.8
C[C@@H]1CN([C@@H](C)CO)C(=O)Cc2cc(NC(=O)Nc3ccc4c(c3)OCO4)ccc2O[C@@H]1CN(C)C(=O)NC1CCCCC1	i	5	i	0.3
CC(C)(C)[C@@H]1COC(=O)[C@H](Cc2ccc(F)cc2)CC/C=C\C[C@@H](CC(=O)N(CCO)Cc2ccccc2)C(=O)N1	i	19	i	0.3
CC(C)NC(=O)N(C)C[C@H]1Oc2c(NS(=O)(=O)c3cn(C)cn3)cccc2C(=O)N([C@H](C)CO)C[C@@H]1C	i	17	i	0.2
COc1ccc(C(CNC(=O)c2cccc(NS(=O)(=O)c3ccc(C)c(F)c3)c2)N2CCCC2)cc1 (configuration not stated)	i	32	i	0.2
c1cncc(CNc2ncnc3ccc(-c4ccc5c(c4)OCO5)cc23)c1	i	11	i	1.1
Cn1c(COc2ccc(Cl)cc2)nnc1SCC(=O)NC1CC1	i	7	i	0.4
Cc1c(NS(=O)(=O)c2cccc(C(=O)N3CCCC3)c2)c(=O)n(-c2ccccc2)n1C	i	37	i	0.4
Cc1sc2nc(CSCC(=O)NC3CCCCC3)[nH]c(=O)c2c1C	i	41	i	0.2
Cc1nnc(SCC(=O)NNC(=O)c2ccco2)s1	i	60	i	1.0
CC(C)NC(=O)Nc1cccc2c1O[C@H](CN(C)S(=O)(=O)c1cccs1)[C@@H](C)CN([C@H](C)CO)C2=O	i	9	i	0.7
CCCCOc1ccc(C(=O)NCC(=O)NC2CCC(C)CC2)cc1 (configuration not stated)	i	6	i	0.3
C=CCOc1ccc(/C=C/C(=O)OCC(=O)N2CCN(C(C)=O)CC2)cc1	i	20	i	0.6
N#CCC(=O)Nc1ccc(C(=O)OCC(=O)NC(=O)Cc2ccccc2)cc1	i	21	i	0.5
O=C(COC(=O)CCS(=O)(=O)c1ccccc1)Nc1cc(S(=O)(=O)N2CCCCC2)ccc1Cl	i	56	i	0.6
Cn1c(=O)c2c([nH]c(=O)n2C)n(Cc2ccccc2)c1=O	i	47	i	0.8
O=C(NCCS(=O)(=O)NCc1ccco1)c1ccccc1	i	44	i	0.5
O=S(=O)(c1ccc(F)cc1)N1CCN(C(=S)NC2CC2)CC1	i	49	i	1.7
O=c1[nH]cnc2ncc(-c3ccc(O)cc3)nc12	i	54	i	0.2
COC(=O)/C=C1/SC(=NC(=O)c2ccc(Cl)cc2)NC1=O	i	30	i	0.6
COc1ccccc1CNC(=O)COC(=O)c1cc(C)nc2ccccc12	i	34	i	0.2
CC#CCOC(=O)c1c(C)nc2sc3c(c2c1N)CCC(O)C3 (configuration not stated)	i	27	i	3.2
COc1ccc(NC(=O)CN(C)C(=O)CCNC(=O)c2ccccc2OC)cc1	i	43	i	0.5
COc1cc2nc(CN3CCN(S(=O)(=O)c4c(F)cccc4F)CC3)[nH]c(=O)c2cc1OC	i	28	i	1.7
C[C@@H](NC(=O)Cn1cnc2c(OCc3ccccc3)ncnc21)c1cccc2ccccc12	i	19	i	0.2

Part of the list above in another layout.
Values in the order: T cell modulator	T cell modulator vesicle-bound %	Myeloid diff 2	Myeloid diff 2 GFP+ MAC1+ %
> Cc1sc2nc(CSCC(=O)NC3CCCCC3)[nH]c(=O)c2c1C
→ i	41	i	0.2
> Cc1nnc(SCC(=O)NNC(=O)c2ccco2)s1
→ i	60	i	1.0
> CC(C)NC(=O)Nc1cccc2c1O[C@H](CN(C)S(=O)(=O)c1cccs1)[C@@H](C)CN([C@H](C)CO)C2=O
→ i	9	i	0.7
> CCCCOc1ccc(C(=O)NCC(=O)NC2CCC(C)CC2)cc1 (configuration not stated)
→ i	6	i	0.3
> C=CCOc1ccc(/C=C/C(=O)OCC(=O)N2CCN(C(C)=O)CC2)cc1
→ i	20	i	0.6
> N#CCC(=O)Nc1ccc(C(=O)OCC(=O)NC(=O)Cc2ccccc2)cc1
→ i	21	i	0.5
> O=C(COC(=O)CCS(=O)(=O)c1ccccc1)Nc1cc(S(=O)(=O)N2CCCCC2)ccc1Cl
→ i	56	i	0.6
> Cn1c(=O)c2c([nH]c(=O)n2C)n(Cc2ccccc2)c1=O
→ i	47	i	0.8
> O=C(NCCS(=O)(=O)NCc1ccco1)c1ccccc1
→ i	44	i	0.5
> O=S(=O)(c1ccc(F)cc1)N1CCN(C(=S)NC2CC2)CC1
→ i	49	i	1.7
> O=c1[nH]cnc2ncc(-c3ccc(O)cc3)nc12
→ i	54	i	0.2
> COC(=O)/C=C1/SC(=NC(=O)c2ccc(Cl)cc2)NC1=O
→ i	30	i	0.6
> COc1ccccc1CNC(=O)COC(=O)c1cc(C)nc2ccccc12
→ i	34	i	0.2

Further structures follow:
SMILES	T cell modulator	T cell modulator vesicle-bound %	Myeloid diff 2	Myeloid diff 2 GFP+ MAC1+ %
CCCN(CC(=O)Nc1ccccc1C)C(=O)Cc1cccs1	i	41	i	1.1
CCc1nnc(NC(=O)c2cc([N+](=O)[O-])ccc2N2CCOCC2)s1	i	46	i	1.0
CCN(C(=O)CSc1nnnn1-c1ccccc1OC)C1CCS(=O)(=O)C1 (configuration not stated)	i	43	i	0.6
CCCCn1c(N)c(N(CC(C)C)C(=O)c2ccncc2)c(=O)[nH]c1=O	i	57	i	0.4
CCN(C(=O)COC(=O)/C=C/c1ccco1)c1c(N)n(Cc2ccccc2)c(=O)[nH]c1=O	i	21	i	1.3
O=C(Nc1ccccn1)c1ccc(Cl)c(S(=O)(=O)N2CCCC2)c1	i	46	i	1.0
Cc1cc(C)c(S(=O)(=O)n2cc(C(C)C(N)C(=O)O)c3ccccc32)c(C)c1 (configuration not stated)	i	26	i	2.8
CCC(=O)NC(c1cc(Cl)c2ccccc2c1O)C1CC1 (configuration not stated)	i	19	i	2.3
Cc1cccc(N2C(=O)C3CCCN3C2=S)c1C (configuration not stated)	i	40	i	0.6
O=C(CN1C(=O)CCOc2ccccc21)Nc1cccc(S(=O)(=O)N2CCOCC2)c1	i	43	i	1.1
Cc1ccc([C@@H]2CC=C(C(=O)O)[C@H](c3ccc(C(C)(C)C)cc3)N2S(=O)(=O)c2ccc(C)cc2)cc1	i	8	i	0.7
COc1ccc(C(CNS(=O)(=O)c2ccc(NC(C)=O)c(OC)c2)N2CCCC2)cc1 (configuration not stated)	i	44	i	0.2
COc1ccc(Cl)cc1NC(=O)CN(C)CC(=O)NCc1ccc(F)cc1	i	43	i	0.5
COc1cc2c(cc1OC)C(=O)N1[C@H]3c4cc(C)ccc4OC[C@@H]3[C@H](c3ccccc3)[C@]1(C)C(=O)N2	i	9	i	0.2
O=C(COC(=O)CC1CCCC1)Nc1ccccc1[N+](=O)[O-]	i	48	i	0.5
O=C(Nc1ccccc1Br)c1cccc2ccccc12	i	24	i	0.9
CCCn1c(N)c(N(CCOC)C(=O)c2cccc(S(=O)(=O)N3CCCc4ccccc43)c2)c(=O)[nH]c1=O	i	15	i	0.6
CC(C(=O)Nc1ccc(S(=O)(=O)N2CCCC2)cc1)N1CCc2ccccc2C1 (configuration not stated)	i	25	i	0.3
CCOc1cc(N2CCOCC2)c(OCC)cc1NC(=O)COC(=O)C1CCCN1S(=O)(=O)c1ccccc1F (configuration not stated)	i	3	i	0.9
CCOC(=O)N1CCN(C(=O)CN2C(=O)NC(C)(c3ccc4ccccc4c3)C2=O)CC1 (configuration not stated)	i	28	i	0.3
CC(=O)c1cccc(S(=O)(=O)Nc2cc(C(F)(F)F)ccc2N2CCOCC2)c1	i	27	i	0.5
Cc1ccc(CSCC(=O)Nc2ccc(N3CCOCC3)cc2N2CCOCC2)cc1	i	51	i	0.9
CCOC(=O)c1nn(-c2ccc(F)cc2)c(=O)cc1OCC(=O)Nc1ccc(OCC)cc1	i	35	i	0.7
CC(C)[C@H](NC(=O)c1ccccc1Cl)C(=O)OCC(=O)Nc1ccc(S(=O)(=O)N2CCOCC2)cc1	i	36	i	0.7
CCC(CO)Oc1cc(NCc2ccc(Cl)cc2)c2ncn(C(C)C)c2c1 (configuration not stated)	i	17	i	12
CCOc1ccc(OCCC(=O)OCC(=O)Nc2ccc3c(c2)OCCO3)cc1	i	32	i	0.5
COc1ccc(N2CC(NC(=O)c3ccc4ccccc4c3)CC2=O)cc1OC (configuration not stated)	i	45	i	0.6
CC1CCC(NC(=O)COC(=O)c2cccnc2Cl)CC1 (configuration not stated)	i	32	i	0.6
O=C(NNC(=O)c1ccccc1O)c1ccc(S(=O)(=O)Nc2ccccc2)cc1	i	36	i	0.6
Cc1ccc(NC(=O)NC(=O)CN2CCC(C(N)=O)CC2)c(C)c1	i	32	i	1.3
CCN(CC(=O)Nc1ccc2c(c1)OCCO2)C(=O)c1ccc(C)c(S(=O)(=O)N2CCOCC2)c1	i	37	i	0.0

This is a subset, so the mix of outcomes need not match the whole.
